PhoP GFP inhibition = Inhibition of PhoP regulon, Salmonella typhi GFP reporter cells, confirmation, 4 h (AID 1850); Salmonella Typhi PhoP-promoter GFP reporter, fluorescence, 4 h; higher % means a stronger effect; inhibition, % at 50 µM; hits with a dose series show IC50 in µM; 0.33% of 310,000 active; in the data active = a potency from the dose series; inconclusive = inhibition mostly from about 25% at the one dose, without a potency; inactive = the rest, 99 in 100 with inhibition below about 19%;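 also: 0% = induced wells with vehicle and 100% = uninduced wells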
influenza NS1A = NS1A inhibition, H1N1 influenza, cell based functional assay (AID 504329) | NS1A functional cell-based assay, percent inhibition; higher % means a stronger effect | inhibition, % at 12.5 µM; hits with a dose series show IC50 in µM | 0.3% of 340,000 active; in the data active = a potency from the dose series; inconclusive = inhibition above about 27% without an active follow-up result; also: strong numbers were not always called active
tuberculosis growth = growth inhibition of non-replicating M. tuberculosis (AID 488890) | Mycobacterium tuberculosis non-replicating, growth inhibition; higher % means a stronger effect | inhibition, % at 25 µM, or IC50 in µM where a hit was titrated | 0.39% of 320,000 active; in the data active = a potency from the dose series; inconclusive = inhibition mostly from about 82% at the one dose, without a potency; inactive = the rest, 99 in 100 with inhibition below about 76%;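 also: plate controls were DMSO cells for no effect and high antibiotic wells for full effect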
VEEV TC-83 Vero = inhibitors of VEEV TC-83 cytopathic effect, confirmation, Vero cells (AID 588727); Vero cells, VEEV TC-83 cytopathic effect inhibition; higher % means a stronger effect; one-dose inhibition, % at 20 µM; IC50 in µM for titrated hits; 0.13% of 350,000 active; in the data active = a potency from the dose series; inconclusive = inhibition mostly from about 14% at the one dose, without a potency; inactive = the rest, 99 in 100 with inhibition below about 12%; also: strong numbers were not always called active
H37Rv inhibition = M. tuberculosis growth inhibition, HTS (AID 449762). 0.59% of 330,000 active. inhibition, % at 25 µM; hits with a dose series show IC50 in µM. M. tuberculosis H37Rv growth inhibition, 7H9 media; higher % means a stronger effect; in the data active = a potency from the dose series; inconclusive = inhibition above about 70% without an active follow-up result;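 also: bacterial growth assessed after seven days of incubation; strong numbers were not always called active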
VEEV TC-83 Vero 10K pilot screen = second read-out of VEEV TC-83 Vero, no call of its own (marks repeat the call); inhibition, %; measured here: 10K pilot screen inhibition
Active calls of the source: *; i = inactive; u = inconclusive; x = not tested or not shown.

The opening 19 records, to show the layout:
SMILES	PhoP GFP inhibition	influenza NS1A	tuberculosis growth	VEEV TC-83 Vero	H37Rv inhibition	others
O=C(c1cccs1)N(CC1CCCO1)c1nc(-c2ccccc2)cs1 (stereo unspecified)	-3%	-4%	6%	i	-10%
CC1C(=O)NC(=O)C1c1ccccc1 (stereo unspecified)	20%	-2%	2%	i	-5%
COc1cc(OC)c(C(=O)OCC(=O)NC23CC4CC(CC(C4)C2)C3)cc1OC	x	6%	10%	0.5%	0%
Cc1ccc(C)c(NC(=O)C(c2ccccc2)N2CCN(CC(=O)N3CCOCC3)CC2)c1 (stereo unspecified)	x	6%	13%	1.1%	4%
N#CCCN(C(=O)CN1CCN(S(=O)(=O)c2ccc3c(c2)OCCO3)CC1)c1ccc(F)cc1	x	-3%	28%	0.3%	6%
CC1CCCCC1NC(=O)CNC(=S)N1CC2CC(C1)c1cccc(=O)n1C2 (stereo unspecified)	-1%	0%	0%	2.5%	-3%
Cc1ccc(CN2CCNC(=O)C2CC(=O)N(C)CCc2cnn(C)c2)cc1 (stereo unspecified)	-5%	-8%	-5%	2.4%	1%
Cc1sc2nc3c(C(=O)N4CCCC4)cc(C(=O)c4ccccc4O)cn3c(=O)c2c1C	2%	-5%	38%	7.4%	42%
O=C(Cn1cccc1C(=O)c1ccccc1)NCc1ccccc1	-14%	-2%	-4%	i	-9%
O=C(CN1C(=O)c2ccccc2S1(=O)=O)NC1CCCC1	6%	-8%	-2%	i	-1%
COc1ccc(C(=O)COC(=O)c2ccc3c(c2)NC(=O)CS3)c(OC)c1	-6%	9%	6%	9.3%	53%
CC(C)CC(NC(=O)CNC(=O)C1O[C@@H]2OC(C)(C)O[C@@H]2[C@H]2OC(C)(C)O[C@@H]12)C(=O)O (stereo partly specified)	-3%	-9%	3%	0.8%	-2%	VEEV TC-83 Vero 10K pilot screen=0.2
Cc1cccnc1NC(=O)C(C)N1C(=O)c2ccccc2C1=O (stereo unspecified)	-1%	-6%	-8%	1.5%	1%
CCOC(=O)CSc1nnc(-c2cccc(Br)c2)o1	-11%	-19%	u	2.4%	u
O=C(Nc1ccccc1F)C1CCCN1S(=O)(=O)c1cccc2nsnc12 (stereo unspecified)	-6%	-2%	-8%	0.6%	1%
Cc1ccc(C2NC(=O)c3ccccc3O2)cc1 (stereo unspecified)	-13%	-1%	10%	i	-13%
Cc1[nH][nH]c(=O)c1N=Nc1ccccc1C#N	5%	x	26%	x	-9%
O=c1cc(NC2CCCCC2)c2ccccc2o1	-5%	-1%	1%	1.2%	6%
Cc1ccc(CN2CCN(/N=C/c3ccc(C)s3)CC2)cc1	-5%	9%	22%	0.3%	-2%	VEEV TC-83 Vero 10K pilot screen=0.4

The list itself, repeating the preview:
SMILES	PhoP GFP inhibition	influenza NS1A	tuberculosis growth	VEEV TC-83 Vero	H37Rv inhibition	others
O=C(c1cccs1)N(CC1CCCO1)c1nc(-c2ccccc2)cs1 (stereo unspecified)	-3%	-4%	6%	i	-10%
CC1C(=O)NC(=O)C1c1ccccc1 (stereo unspecified)	20%	-2%	2%	i	-5%
COc1cc(OC)c(C(=O)OCC(=O)NC23CC4CC(CC(C4)C2)C3)cc1OC	x	6%	10%	0.5%	0%
Cc1ccc(C)c(NC(=O)C(c2ccccc2)N2CCN(CC(=O)N3CCOCC3)CC2)c1 (stereo unspecified)	x	6%	13%	1.1%	4%
N#CCCN(C(=O)CN1CCN(S(=O)(=O)c2ccc3c(c2)OCCO3)CC1)c1ccc(F)cc1	x	-3%	28%	0.3%	6%
CC1CCCCC1NC(=O)CNC(=S)N1CC2CC(C1)c1cccc(=O)n1C2 (stereo unspecified)	-1%	0%	0%	2.5%	-3%
Cc1ccc(CN2CCNC(=O)C2CC(=O)N(C)CCc2cnn(C)c2)cc1 (stereo unspecified)	-5%	-8%	-5%	2.4%	1%
Cc1sc2nc3c(C(=O)N4CCCC4)cc(C(=O)c4ccccc4O)cn3c(=O)c2c1C	2%	-5%	38%	7.4%	42%
O=C(Cn1cccc1C(=O)c1ccccc1)NCc1ccccc1	-14%	-2%	-4%	i	-9%
O=C(CN1C(=O)c2ccccc2S1(=O)=O)NC1CCCC1	6%	-8%	-2%	i	-1%
COc1ccc(C(=O)COC(=O)c2ccc3c(c2)NC(=O)CS3)c(OC)c1	-6%	9%	6%	9.3%	53%
CC(C)CC(NC(=O)CNC(=O)C1O[C@@H]2OC(C)(C)O[C@@H]2[C@H]2OC(C)(C)O[C@@H]12)C(=O)O (stereo partly specified)	-3%	-9%	3%	0.8%	-2%	VEEV TC-83 Vero 10K pilot screen=0.2
Cc1cccnc1NC(=O)C(C)N1C(=O)c2ccccc2C1=O (stereo unspecified)	-1%	-6%	-8%	1.5%	1%
CCOC(=O)CSc1nnc(-c2cccc(Br)c2)o1	-11%	-19%	u	2.4%	u
O=C(Nc1ccccc1F)C1CCCN1S(=O)(=O)c1cccc2nsnc12 (stereo unspecified)	-6%	-2%	-8%	0.6%	1%
Cc1ccc(C2NC(=O)c3ccccc3O2)cc1 (stereo unspecified)	-13%	-1%	10%	i	-13%
Cc1[nH][nH]c(=O)c1N=Nc1ccccc1C#N	5%	x	26%	x	-9%
O=c1cc(NC2CCCCC2)c2ccccc2o1	-5%	-1%	1%	1.2%	6%
Cc1ccc(CN2CCN(/N=C/c3ccc(C)s3)CC2)cc1	-5%	9%	22%	0.3%	-2%	VEEV TC-83 Vero 10K pilot screen=0.4
O=C(NCc1n[nH]c(=S)n1-c1cccc(Cl)c1)c1ccc(S(=O)(=O)N2CCCCC2)cc1	-10%	10%	-13%	1.2%	-4%
CCc1cc2ccccc2nc1SCC(=O)N1CCN(C(=O)c2ccco2)CC1	x	-1%	x	6.9%	x
CN(Cc1ccccc1)C(=O)COC(=O)C1CCN(S(=O)(=O)c2cccs2)CC1	-8%	x	10%	1.4%	6%
C[C@@H](NC(=O)c1nc[nH]c1C(=O)N[C@@H](Cc1ccccc1)C(=O)OCc1ccccc1)c1ccccc1	3%	2%	40%	2.0%	3%
CCOC(=O)c1cc2c(=O)n3cccc(C)c3nc2n(CCOC)c1=NC(C)=O	-2%	x	-3%	6.6%	-2%
CC(C)CCN(CCC(C)C)C(CO)(CO)CO	0%	-18%	-6%	i	-8%
Cc1c(C(=O)N2CCCCC2)nn(-c2ccc(Cl)cc2)c(=O)c1C#N	-8%	-3%	-7%	0.8%	-5%
COc1ccc(-c2cnnc(N/N=C/c3ccc(O)cc3)n2)cc1	4%	10%	-9%	7.6%	-5%
CC(=O)Nc1nc(NCc2ccccc2Cl)n(-c2ccccc2)n1	-6%	-1%	-5%	1.7%	2%
c1ccc(COc2cccc(CNCc3ccccn3)c2)cc1	0%	1%	u	i	u
Cc1ccc(NC(=O)O/N=C/c2c(C)nn(C(C)(C)C)c2C)cc1Cl	4%	-4%	u	3.1%	31%
N#CC(C#N)=C(Nc1ccc(F)cc1)SCc1cccc(F)c1	-4%	4%	u	3.2%	-2%
CN1CCc2nc(SCCOc3ccccc3)c(C#N)cc2C1	15%	23%	53%	0.7%	1%
CS(=O)(=O)NCC(c1cccnc1)N1CCN(c2ccccc2F)CC1 (stereo unspecified)	8%	-18%	-5%	7.5%	4%
Cc1c(Cl)cccc1NC(=O)CC(Cc1ccccc1)C(=O)O (stereo unspecified)	-1%	-15%	-13%	2.3%	2%
CC1CCN(Cc2cc(=O)oc3ccc4ccccc4c23)CC1	8%	-20%	10%	0.9%	1%
O=C(NCCc1ccc(Cl)cc1)C1CC(=O)N(C2CCCC2)C1 (stereo unspecified)	3%	3%	-7%	i	0%
O=C(O)/C=C/c1ccc(S(=O)(=O)NCc2cccnc2)cc1	-6%	-8%	8%	0.8%	4%
COCC(=O)Nc1ccc(S(=O)(=O)Nc2nccs2)cc1	7%	-1%	56%	i	3%
COC(=O)c1ccc(CNC(=O)COC(=O)C23CC4CC(CC(C4)C2)C3)cc1	-4%	4%	44%	i	0%
O=c1[nH]nc(Sc2ncnc3sccc23)n1CCc1ccccc1	-1%	4%	31%	3.6%	-3%
CCN(CC(=O)NCc1cccs1)C(=O)CCC(=O)c1ccc(F)cc1	-7%	-14%	9%	8.0%	1%
CC(C)C(NC(=O)c1ccccc1F)C(=O)NCCc1ccccn1 (stereo unspecified)	9%	-6%	-11%	0.4%	-4%
CCOC(=O)c1ccccc1OC(=O)CS(=O)c1ccccc1[N+](=O)[O-] (stereo unspecified)	0%	6%	15%	0.5%	0%
COc1ccc(NC(=O)Nc2nc3ccccc3s2)cc1	9%	3%	x	9.0%	7%
O=C(O)c1ccc(NC(=O)c2cn(-c3ccccc3)nc2-c2ccccc2)cc1	-5%	0%	7%	5.8%	11%
CSc1ccc(CCNC(=O)c2ccc(CS(=O)Cc3ccc(Cl)cc3)o2)cc1 (stereo unspecified)	-7%	6%	72%	7.9%	u
O=C(COC(=O)C1CC1)Nc1ccc(S(=O)(=O)N2CCOCC2)cc1	x	12%	12%	1.6%	7%
O=C(NCCCn1ccnc1)/C(=C\c1ccc(Br)cc1)NC(=O)c1ccccc1	21%	3%	6%	1.2%	-18%
C=CCC[C@H](Cc1ccc(F)cc1)C(=O)OC[C@H](C)NC(=O)[C@@H](CC=C)CC(=O)N[C@H](CO)Cc1ccccc1	x	-8%	10%	0.4%	2%
Cn1c(=O)c2c(ncn2CC(=O)Nc2cccc(S(=O)(=O)Nc3ccccc3F)c2)n(C)c1=O	3%	1%	42%	i	-8%
Nc1ccc(C=C2C=Cc3ccccc32)cc1	x	16%	x	4.7%	x
CC(=O)Nc1ccc(S(=O)(=O)NNC(=O)c2ccc(C)cc2)cc1	-21%	-3%	-8%	5.7%	3%
CC(C)[C@H](NC(=O)N1CCn2c1nc1ccccc12)C(=O)NCCc1ccccc1	-8%	2%	39%	1.1%	3%
CCCCN(C(=O)c1ccc2c(c1)OCCO2)c1c(N)n(CCCC)c(=O)[nH]c1=O	-4%	-1%	3%	0.1%	-9%
Cc1nn(Cc2ccccc2Cl)c(C)c1NC(=O)Cn1nc([N+](=O)[O-])c(Cl)c1C	-1%	5%	-1%	1.4%	-11%
CCCN(CCC)c1nc(Cl)nc(NCCN2CCOCC2)n1	-3%	3%	0%	5.2%	4%
CN(C)C(=O)c1c2c(nc3ccccc13)-c1ccccc1CC2	1%	10%	-6%	7.3%	-1%
O=[N+]([O-])c1ccc(/C=N/n2c(-c3cccnc3)n[nH]c2=S)cc1	2%	-11%	1%	1.6%	-4%
CC(C)(C)OC(=O)N1CCC(C(=O)N2CCCCCC2)CC1	1%	2%	-9%	1.8%	2%
Cc1cccc(N2CCN(C(=O)NC3CCCCC3)CC2C)c1 (stereo unspecified)	4%	-3%	4%	0.9%	7%
Continued:
SMILES	PhoP GFP inhibition	influenza NS1A	tuberculosis growth	VEEV TC-83 Vero	H37Rv inhibition	others
O=C(Nc1ccc(N2CCCCC2)c(C(=O)O)c1)c1ccco1	9%	-18%	1%	0.2%	1%
CCc1n[nH]c(=S)n1/N=C/c1ccc(NC(C)=O)cc1	13%	4%	-5%	0.4%	-3%
CN1CCN(c2cccc3c2C(=O)c2ccccc2C3=O)CC1	0%	4%	x	0.9%	x
COc1ccc(C2CC(c3cccc(C)c3)n3ncnc3N2)cc1 (stereo unspecified)	-4%	-4%	25%	0.2%	1%
O=C(c1cc(=O)[nH]c2ccccc12)N1CCN(Cc2ccc3c(c2)OCO3)CC1	x	-1%	x	0.6%	x
C/C(CCc1ccc2c(c1)OCO2)=N\NC(=O)c1ccccc1	7%	4%	68%	0.4%	1%
